# MITF inh – blocks human microphthalmia-associated transcription factor; AID 1259374; O75030; hit rate 0.91% among 650,000; inhibition, % at 2.6 µM; AlphaScreen MITF homodimerization, bead proximity signal; in the data active = inhibition above about 50%;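 note: 0% = vehicle wells with protein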
# TEAD-YAP block – TEAD-YAP interaction inhibition; hit rate 1.4% among 640,000; inhibition, % at 9.12 µM; HEK-TIYL cells, TEAD-Gal4/YAP UAS-luciferase luminescence; in the data active = inhibition above about 32%;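 note: 0% = median of test compound wells and 100% = reference inhibitor wells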
# GPR151 ag – activates the human receptor GPR151. Q8TDV0. PathHunter beta-arrestin GPR151 cells, luminescence. activation, % at 11.2 µM. hit rate 1% among 650,000; in the data active = activation above about 4.9%;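 note: 0% = median of compound wells and 100% = cells with positive control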
# Target sequence (Q8TDV0 whole entry, looked up): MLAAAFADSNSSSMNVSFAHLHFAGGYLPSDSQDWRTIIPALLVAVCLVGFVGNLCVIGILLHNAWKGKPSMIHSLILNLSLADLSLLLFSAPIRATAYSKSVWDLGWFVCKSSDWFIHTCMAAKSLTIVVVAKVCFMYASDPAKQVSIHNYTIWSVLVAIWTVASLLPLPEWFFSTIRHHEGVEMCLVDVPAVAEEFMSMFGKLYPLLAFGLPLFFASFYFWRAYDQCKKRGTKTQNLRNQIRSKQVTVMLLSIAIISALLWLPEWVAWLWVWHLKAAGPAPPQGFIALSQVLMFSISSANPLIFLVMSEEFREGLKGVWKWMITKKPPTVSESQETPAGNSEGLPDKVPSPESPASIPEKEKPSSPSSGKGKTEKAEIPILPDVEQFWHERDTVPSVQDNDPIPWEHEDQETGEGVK
# FBW7 act – activators of human E3 ligase FBW7; hit rate 0.13% among 650,000; AID 1259310; normalized activity (activation), % at 26.1 µM; AlphaScreen FBW7–phospho-cyclin E peptide binding, activator screen; in the data active = normalized activity above about 1.9%;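 note: purified mutant Fbw7 with reduced substrate affinity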
# Target sequence (Q969H0 whole entry, looked up): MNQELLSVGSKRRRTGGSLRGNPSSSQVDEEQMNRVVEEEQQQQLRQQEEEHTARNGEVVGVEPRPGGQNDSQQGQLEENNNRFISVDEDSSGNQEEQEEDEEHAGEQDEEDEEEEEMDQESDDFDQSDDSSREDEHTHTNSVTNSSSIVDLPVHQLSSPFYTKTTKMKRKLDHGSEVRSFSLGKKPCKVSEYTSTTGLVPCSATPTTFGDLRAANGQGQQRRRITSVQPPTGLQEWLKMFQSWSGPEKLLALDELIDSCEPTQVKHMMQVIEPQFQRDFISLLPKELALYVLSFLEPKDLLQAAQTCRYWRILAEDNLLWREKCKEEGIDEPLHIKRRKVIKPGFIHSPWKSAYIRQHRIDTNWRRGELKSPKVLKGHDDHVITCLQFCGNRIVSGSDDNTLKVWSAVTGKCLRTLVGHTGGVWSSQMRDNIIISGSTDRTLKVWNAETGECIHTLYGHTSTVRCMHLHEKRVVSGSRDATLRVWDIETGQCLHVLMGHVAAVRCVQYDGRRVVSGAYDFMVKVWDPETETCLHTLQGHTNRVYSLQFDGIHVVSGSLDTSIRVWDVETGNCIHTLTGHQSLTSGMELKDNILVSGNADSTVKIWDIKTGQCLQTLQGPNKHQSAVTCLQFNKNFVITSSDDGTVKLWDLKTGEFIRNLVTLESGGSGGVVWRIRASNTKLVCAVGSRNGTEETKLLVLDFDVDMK
# Numbers without * were called inactive; & = joins results of further samples. Not a hit list; any-hit rate near 3.4%.
# Results follow in this order: GPR151 ag, FBW7 act, MITF inh, TEAD-YAP block
CCOC(=O)C1CCN(C(=O)Cc2c(C(=O)O)[nH]c3ccccc23)CC1
    -0.5, 0.0, 14, 1
COC(=O)c1cc(NC(=O)COC(=O)c2c(F)cccc2Cl)cc(C(=O)OC)c1
    -0.6, 0.2, 22, -4
CCCCSc1nnc2c(n1)OC(c1ccc(OC(C)=O)c(Cl)c1)N(C(C)=O)c1ccccc1-2 (centres undefined)
    0.0, 0.0, -13, 7
O=Cc1c(Sc2ccccc2)nc2ccccn2c1=O
    0.0, -0.1, -13, 3
COc1ccccc1NC(=O)Cn1c(=O)c2cccn2c2ccccc21
    0.5, 0.2, 12, -8
Cc1ccccc1N1C(=O)NC(=O)/C(=C\c2ccc(N3CCCC3)cc2)C1=O
    0.7, 0.1, 19, 10
CCOC(=O)Nc1ccc([N+](=O)[O-])cc1C
    0.8, 0.0, 0, 10
Cc1cc(C)c(N=C(Oc2ccccc2)c2ccccc2)c(C)c1
    -0.2, 0.2, -6, -4
Cc1[nH]c2ccc(CN)cc2c1C
    -0.4, 0.2, 14, 13
Nc1c(C(=O)Nc2ccccc2)sc2[nH]c(=O)c(C(=O)O)cc12
    0.7, 0.0, -10, 2
COC(=O)c1sc2nc(N)c(C#N)c(-c3ccco3)c2c1N
    -0.3, 0.2, -5, 4
COc1ccc(C(=O)N/C(=C/c2cccc([N+](=O)[O-])c2)C(=O)Nc2cccc(Cl)c2C)c(Cl)c1
    -1.0, -0.1, -9, 1
COC(=O)CN(C)C(=O)CC1C(=O)NCCN1Cc1ccc(-c2ccccc2)cc1 (centres undefined)
    -1.0, -0.1, 4, 6
C=CCNC(=O)CCc1nc(-c2ccccc2OCC)no1
    -0.4, 0.9, 18, -1
O=C1N[C@H](Cc2ccc(O)cc2)C(=O)N2CCN(C(=O)Oc3ccc(Cl)cc3)C[C@H]12
    0.9, -0.1, -4, 0
CC1(C)CC(=O)C2=C(C1)NC1=C(C(=O)CC(C)(C)C1)C2c1ccc([N+](=O)[O-])cc1
    1.3, -0.1, -8, -3
CCn1nnc(-c2ccccc2NC(=O)C(F)(F)F)n1
    -1.2, -0.1, -5, 0
CC(=O)C1=C(C)NC(=S)NC1c1ccc(O)cc1 (centres undefined)
    -0.3, 0.0, 5, 4
CCN(C1CCCCC1)S(=O)(=O)c1ccc(Cl)c(OC)c1
    0.8, 0.0, 9, 8
Cc1cc(=O)oc2cc(NC(=O)/C=C/c3ccccc3)ccc12
    0.3, -0.1, -10, 5
COc1ccc(C(C)=O)cc1COC(=O)c1ccc(S(=O)(=O)N2CCOCC2)cc1
    -0.3, -0.1, -7, 1
COCCN1C(=O)CC(C(=O)OC)C12CCN(C(=O)COc1ccccc1Cl)CC2 (centres undefined)
    0.3, -0.1, -3, -1
c1ccc(CNc2ccnc(Nc3ccncn3)n2)cc1
    0.8&2.0, 0.0&-0.1, 10&5, -13&-16
CCOc1ccc(-n2cnc3scc(-c4ccc(Br)cc4)c3c2=O)cc1
    -0.8, 0.1, 2, -7
O=c1oc2ccccc2cc1-c1cn(-c2ccc(F)cc2)c(=S)[nH]1
    -0.6, -0.1, -11, 72*
COc1ccc(/C=N/NC(=O)Cn2c(C)nc3ccccc32)cc1Cn1cc([N+](=O)[O-])cn1
    1.4, -0.1, 12, 9
CCc1ccc(NC(=O)CN(C)S(=O)(=O)c2ccc3c(c2)SCC(=O)N3)cc1
    1.7, -0.2, -16, 10
O=C(Cn1ncc2c(=O)oc3ccccc3c21)N1CCN(c2cccc(Cl)c2)CC1
    -0.9, 1.3, 12, 41*
COCC(C)n1c(C)cc(C(=O)COC(=O)CCc2nc3ccccc3c(=O)[nH]2)c1C (centres undefined)
    0.0, 0.3, 13, 1
CC(=O)c1ccc(-n2nnnc2SCC(=O)NC2CCCCC2)cc1
    0.3, -0.1, -2, -5
O=C(NC1CCCCCC1)c1cc(S(=O)(=O)N2CCC3(CC2)OCCO3)ccc1F
    0.8, -0.1, -2, -14
O=C(CSc1ncc(-c2ccccc2)[nH]1)Nc1ccc(F)cc1F
    -0.9, -0.3, 3, -5
CCCc1sc(Nc2cccc(OC)c2)nc1-c1ccc(Cl)c(Cl)c1
    -1.1, 0.0, -5, -5
Cc1cnc(Nc2ccncn2)nc1Nc1ccc(N2CCOCC2)cc1
    -2.5, 0.0, 8, 5
COc1ccc(C2CC(=O)C3=C(C2)NC(=O)CC3c2cccc(C)c2)cc1 (centres undefined)
    -0.1, 0.1, -16, 1
Cc1ccc(C2CC(c3ccc(Br)cc3)=NN2C(=O)CSc2nnc(CNC(=O)c3ccco3)n2-c2cccc(C)c2)cc1 (centres undefined)
    2.4, 0.1, 0, -7
Nc1ccc(C(=O)OCC(=O)c2ccc(Br)cc2)cc1
    0.0, 1.6, 3, -14
O=C(Nc1ccccc1)NC1(C(F)(F)F)Oc2ccc(Cl)cc2O1 (centres undefined)
    5.2*, -0.3, 5, -1
O=C(Nc1nnc(SCc2ccccc2F)s1)C1CC(=O)N(c2ccccc2)C1 (centres undefined)
    0.6, 0.1, -7, -5
N#Cc1cccc(NC(=O)C2SC(=NCc3ccco3)C(C(=O)N3CCCC3)=C2N)c1 (centres undefined)
    -1.5, -0.2, -7, -1
CCCCNC(=O)[C@@H](NC(=O)c1ccc(OC)cc1)C(C)C
    -0.4, 0.1, 12, -2
Cn1nnc(NC(=O)c2cccc(Cl)c2)n1
    -1.0, 0.4, 16, -11
Cc1ccc2c(c1)-c1c(cnn1CC(=O)NCCc1ccc(S(N)(=O)=O)cc1)CO2
    1.8, -0.1, 13, 6
O=C(COc1ccccc1Br)N1CCCC1
    -0.1, 0.1, 17, 0
Cc1ccc(OCC(=O)N2CCN(C(=O)c3ccncc3)CC2)cc1
    0.2, -0.1, 6, 7
O=S1(=O)CCC(N(CC2CCCO2)S(=O)(=O)/C=C/c2ccccc2)C1 (centres undefined)
    1.7, 0.1, 2, 8
COc1ccc2[nH]c3nc(SCC(=O)NC4CC4)nnc3c2c1
    -0.9, 0.0, -3, -5
Clc1nc2ccccc2[nH]1
    -0.5, 0.2, 9, -1
COc1ccc(C2C3=C(CCCC3=O)N(C)C3=C2C(=O)CCC3)cc1
    -0.6, 0.5, 9, 10
CC(=O)NCc1c(I)c(NC(C)=O)c(I)c(C(=O)O)c1I
    -0.6, 0.1, 0, -1
CC(Sc1nnc(C2CCCCC2)n1N)C(=O)NC(N)=O (centres undefined)
    0.4, 0.1, 7, -5
O=C(/C=C/c1ccc2c(c1)OCO2)N1CCN(CCN2C(=O)c3cccc4cccc(c34)C2=O)CC1
    -1.4, 0.0, 10, -10
Cc1nnc2c3ccccc3ncn2c1=O
    1.2, -0.1, -3, -6
COc1ccccc1NC(=O)c1cccc(N2C(=O)c3ccccc3C2=O)c1
    3.3, -0.1, -13, 3
O=C1CCCN1CCCNc1nc(NC2CCN(Cc3ccccc3)CC2)c2ncn(-c3ccccc3)c2n1
    -0.1, 0.0, 7, -4
O=C(O)COc1ccc(Br)cc1/C=C1\NC(=O)N(Cc2ccc(Cl)cc2)C1=O
    2.9, -0.1, -3, -10
Cc1cnc(-c2cccc(N)c2)nc1Nc1ccc(Oc2ccccc2)cc1
    -0.5, 0.4, 5, 4
COc1cc2nc(C(C)Oc3ccccc3)oc(=O)c2cc1OC (centres undefined)
    0.3, 0.2, 6, -6
O=C(Nc1ccc(OC(=O)c2cccnc2)cc1)c1cccnc1
    1.2, 0.1, 4, 10
O=C1NN(c2cccc(Cl)c2)C(=O)/C1=C\c1ccc(-c2cccc(C(=O)O)c2)o1
    2.0, 0.0, 0, -13

# (further entries)
# Results follow in this order: GPR151 ag, FBW7 act, MITF inh, TEAD-YAP block
Fc1cccc(Cl)c1CNC1CCN(Cc2ccccc2)CC1
    -1.2, -0.2, 48, 6
Cc1ccc(Cl)cc1-n1c(=O)cc(N2CCN(c3ccccc3)CC2)[nH]c1=O
    0.9, -0.4, 8, 4
COc1ccccc1/C=C1/C(=O)N(c2cc(C)cc(C)c2)C(c2cccc([N+](=O)[O-])c2)S1(=O)=O (centres undefined)
    -1.1, 0.2, 10, -2
COc1ccccc1-n1cccc1C=O
    0.0, 0.0, 1, -10
Cc1cc(=O)[nH]c2nnc(SCC(=O)NCc3ccccc3)n12
    -1.2, -0.1, -8, -5
O=C(Nc1ccc(C(=O)Oc2ccccc2)c(O)c1)c1ccccc1
    -6.1, 0.0, -3, -9
Cc1ccc(NC(=O)CCCC(=O)OC(C)C(=O)c2ccccc2)cc1 (centres undefined)
    2.6, 0.1, -8, 0
c1ccc(Oc2ccc(Nc3nc(Nc4ccccn4)nc4nc[nH]c34)cc2)cc1
    -0.5, 0.1, -4, -5
Cc1occc1C(=O)N/N=C\c1cc(Br)cc([N+](=O)[O-])c1O
    -0.4, -0.6, -15, -45
CCCc1cc(C(=O)Nc2ccc(C)cc2)no1
    -0.2, 0.0, -7, -77
CCCCn1c(=O)c(-[n+]2ccccc2)c(O)c2ccccc21
    -0.8, 0.1, 1, -4
Nc1ccccc1SCC(=O)OCC(=O)c1ccc(Br)cc1
    0.3, 0.0, -4, 0
CCOC(=O)N1CCN(C(=O)c2cnn(-c3ccccc3)c2-n2cccc2)CC1
    -1.2, 0.1, 13, 5
CCn1c(SCc2ccc(F)cc2)nc2c(c1=O)SCC2
    0.0, 0.0, 9, -1
COc1ccc(CN2C(=O)C(O)(CC(=O)c3cccs3)c3ccccc32)cc1OC (centres undefined)
    1.7, -0.3, -3, 3
Cc1c(Nc2c3ccccc3nc3ccccc23)c(=O)n(-c2ccccc2)n1C
    1.2, 0.3, 15, -2
CN(C)CCOc1cc(-c2ccnc(N)n2)c(F)cc1NC(=O)C1COc2ccccc2C1 (centres undefined)
    0.6, 0.1, 47, 3
Cc1sc2nc(C3CCCN(C(=O)C(C)C)C3)[nH]c(=O)c2c1C (centres undefined)
    -0.6, 0.1, 8, -28
Nc1cccc(-c2cccc(C(=O)NCCOc3ccccc3)c2)c1
    3.1, 0.0, 11, 4
COc1ccc(-n2c(=S)[nH]c3sc4c(c3c2=O)CCN(Cc2ccccc2)C4)cc1
    -1.4, 0.0, -3, 6

# Rewritten with bars between the fields: entries from further up.
SMILES | GPR151 ag | FBW7 act | MITF inh | TEAD-YAP block
CC(=O)NCc1c(I)c(NC(C)=O)c(I)c(C(=O)O)c1I | -0.6 | 0.1 | 0 | -1
CC(Sc1nnc(C2CCCCC2)n1N)C(=O)NC(N)=O (centres undefined) | 0.4 | 0.1 | 7 | -5
O=C(/C=C/c1ccc2c(c1)OCO2)N1CCN(CCN2C(=O)c3cccc4cccc(c34)C2=O)CC1 | -1.4 | 0.0 | 10 | -10
Cc1nnc2c3ccccc3ncn2c1=O | 1.2 | -0.1 | -3 | -6
COc1ccccc1NC(=O)c1cccc(N2C(=O)c3ccccc3C2=O)c1 | 3.3 | -0.1 | -13 | 3

# More structures.
# Results follow in this order: GPR151 ag, FBW7 act, MITF inh, TEAD-YAP block
Cc1ccc(N(C(=O)CC2CCCCC2)C2C=CS(=O)(=O)C2)cc1 (centres undefined)
    0.3, 0.2, 5, -7
COc1ccc(NC(=O)CSc2ncccc2C(=O)NCc2ccccn2)c(OC)c1
    0.9, 0.1, 22, 9
COc1ccccc1Nc1ncnc2c1cnn2-c1ccc(Cl)cc1
    1.6, -0.1, -2, -71
COc1cc(Nc2ccnc(Nc3ccccn3)n2)cc(OC)c1OC
    2.4, -0.1, 7, 9
Cc1nc(SCC(=O)Nc2nc3c(s2)CCCC3)n[nH]1
    1.3, -0.1, 0, -1
CCc1ccccc1NC(=O)CSc1nc2nc(C)c(Cc3cc(C)ccc3C)c(C)n2n1
    -0.8, 0.0, 0, -6
CCC(C)NC(=O)C1CCN(Cc2cc(OC)ccc2OC)CC1 (centres undefined)
    -0.2, 0.2, 11, -11
COc1ccc(CC(=O)NCCC2=CCCCC2)cc1
    1.5, 0.3, 4, -6
CSCCC(NC(=O)C1CCC(C)CC1)C(=O)NCCc1ccccc1 (centres undefined)
    -2.7, 0.7, 0, 12
CC1Cc2ccccc2N1CC(=O)NC(=O)NC1CCCC1 (centres undefined)
    -0.1, -0.2, -6, -10
COc1ccc(NC(=O)COc2ccc3ccc(=O)oc3c2)cc1OC
    -0.7, -0.1, 43, -1
COc1ccc(C2=NS(=O)(=O)N(C)C(C(=O)N3CCN(C)CC3)=C2)cc1
    -1.1, -0.1, 4, 1
CCOc1ccc(-c2nnc3ccc(SCC(=O)Nc4nnc(C)s4)nn23)cc1
    0.5, -0.1, 8, -6
COc1ccc(C(=O)N2CCN=C2SCc2cccc([N+](=O)[O-])c2)cc1
    2.2, 0.1, 4, 2
Cc1cccc(C(=O)Nc2ccc3nc(C)sc3c2)c1
    -2.9, -0.1, -1, -49
CC(=O)N1CCCN(c2nc3cc(C)cc(C)c3cc2C#N)CC1
    7.2*, -0.1, 13, 11
Cc1csc(NC(=O)CSc2nnc(CSCc3ccc(F)cc3)n2C)n1
    5.1*, 0.2, -10, 15
Cc1ccc(NC(=O)c2nnn(Cc3ccc(F)cc3Cl)c2N)cc1
    -0.2, 0.0, -15, -8
CCOc1ccc(C(=O)CSc2nnc(N)s2)cc1
    0.5, 0.1, 5, -26
Cc1oc(C(C)(C)C)cc1C(=O)Nc1ccc2c(c1)OCCO2
    0.3, -0.1, 5, -67
COc1ccc2c(c1)CCC1=C2NC(=S)NC1c1ccc(F)cc1 (centres undefined)
    0.5, -0.2, 2, 22
Cc1ccc(OCCN(C)C(=O)C2CC23CCN(CC(O)CO)CC3)cc1 (centres undefined)
    0.3, 0.0, 0, -6
Cc1ccc(SCCNC(=O)C2CCCN2S(=O)(=O)c2ccccc2)cc1 (centres undefined)
    1.3, -0.2, -6, -1
COCCn1c(=S)[nH]c2cc(C(=O)NCCN3CCOCC3)ccc2c1=O
    4.0, -0.1, 14, -1
